GSTO1 counter: blocks human GSTO1 in RBBP9 counter-screen | inhibition, % at 5.96 µM | P78417 | recombinant GSTO1, activity-based probe fluorescence polarization | hit rate 1.1% among 300,000;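 active means inhibition above the campaign mean inhibition plus 3 SD, cut at about 35% in these data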;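 further: 0% = GSTO1-1 with DMSO and 100% = wells lacking GSTO1-1 enzyme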
Target sequence (P78417 whole entry, looked up): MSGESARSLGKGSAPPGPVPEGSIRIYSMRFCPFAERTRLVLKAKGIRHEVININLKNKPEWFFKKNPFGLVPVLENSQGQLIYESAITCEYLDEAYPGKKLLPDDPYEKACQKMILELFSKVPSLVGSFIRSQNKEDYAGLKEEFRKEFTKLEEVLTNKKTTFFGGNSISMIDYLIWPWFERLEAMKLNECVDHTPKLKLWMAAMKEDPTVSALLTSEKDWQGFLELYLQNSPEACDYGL
PREPL inhibitor: inhibitors of human prolyl oligopeptidase-like enzyme PREPL; Q4J6C6; hit rate 0.68% among 320,000; recombinant PREPL, fluorescence polarization activity-based probe; inhibition, % at 5.96 µM; in the data active means inhibition above about 43%;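 further: 0% = enzyme with DMSO and 100% = wells lacking enzyme; many of its hits are not listed in these tables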
PAD4 FP inh: blocks human protein arginine deiminase 4. Q9UM07. recombinant PAD4, RCA probe fluorescence polarization. inhibition, % at 6.36 µM. hit rate 0.41% among 330,000;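 active means percent inhibition above a cutoff equal to the mean of all tested compounds plus 3 SD, cut at about 15% in these data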;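 further: 0% = PAD4 with RCA probe and DMSO and 100% = probe without PAD4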
PAFAH2 FP inh: inhibitors of human PAFAH2 | Q99487 | recombinant PAFAH2, FP-rhodamine activity probe, fluorescence polarization | inhibition, % at 3.39 µM | hit rate 0.99% among 340,000 | AID 492956;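 active means inhibition above the mean over all tested compounds plus 3 SD, cut at about 30% in these data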;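 further: inhibitors block probe labeling of enzyme so polarization drops; 0% = enzyme with DMSO and 100% = wells lacking PAFAH2 protein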
LYPLA1 inh: LYPLA1 (human) inhibition in PME1 counter-screen; inhibition, % at 5.9 µM; O75608; hit rate 0.16% among 320,000; AID 2174; recombinant LYPLA1, FP-Rh probe fluorescence polarization;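 active means inhibition above the mean of all tested compounds plus 3 SD, set per campaign, cut at about 14% in these data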;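 further: inhibitors block serine hydrolase probe labeling of LYPLA1 so polarization falls; 0% = enzyme with DMSO and 100% = wells lacking LYPLA1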
PAFAH1B2 inh: blocks human PAF acetylhydrolase 1b catalytic subunit 2; recombinant PAFAH1B2, FP-rhodamine activity probe, fluorescence polarization; hit rate 1.2% among 340,000; P68402; inhibition, % at 3.39 µM;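 active means inhibition above the mean of all tested compounds plus 3 SD, cut at about 24% in these data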;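 further: 0% = enzyme with DMSO and 100% = wells lacking PAFAH1B2; many of its hits are not listed in these tables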
Target sequence (P68402 whole entry, looked up): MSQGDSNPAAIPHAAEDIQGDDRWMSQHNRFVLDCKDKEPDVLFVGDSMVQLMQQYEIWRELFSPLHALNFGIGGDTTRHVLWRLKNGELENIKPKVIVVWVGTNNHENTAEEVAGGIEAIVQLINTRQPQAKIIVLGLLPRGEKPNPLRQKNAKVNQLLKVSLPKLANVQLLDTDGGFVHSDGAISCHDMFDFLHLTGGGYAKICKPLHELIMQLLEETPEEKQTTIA
PAFAH1B3 inh: blocks human PAF acetylhydrolase 1B catalytic subunit 3. Q15102. recombinant PAFAH1B3, FP-rhodamine probe, fluorescence polarization. inhibition, % at 3.39 µM. hit rate 0.28% among 340,000;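 active means inhibition above the screen-wide average of all tested compounds plus 3 SD, cut at about 25% in these data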;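 further: 0% = enzyme with DMSO only and 100% = wells lacking PAFAH1B3 protein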
Target sequence (Q15102 whole entry, looked up): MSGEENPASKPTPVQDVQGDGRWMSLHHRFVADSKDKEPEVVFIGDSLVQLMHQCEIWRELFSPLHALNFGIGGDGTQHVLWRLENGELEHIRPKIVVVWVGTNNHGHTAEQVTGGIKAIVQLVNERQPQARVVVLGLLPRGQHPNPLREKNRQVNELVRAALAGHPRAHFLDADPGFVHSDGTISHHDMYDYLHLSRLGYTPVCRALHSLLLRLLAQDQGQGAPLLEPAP
pPAFAH inh: pPAFAH (human) enzyme inhibition. recombinant pPAFAH, FP-rhodamine probe fluorescence polarization. Q13093. inhibition, % at 3.39 µM. AID 463082. hit rate 1.5% among 330,000;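 active means inhibition above the mean inhibition across the screen plus 3 SD, cut at about 25% in these data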;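 further: inhibitors block binding of the rhodamine activity-based probe so polarization drops; 0% = enzyme with DMSO and 100% = wells lacking pPAFAH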
LYPLA2 counter: counter-screen for PME1 inhibitors: inhibitors of human LYPLA2; O95372; recombinant LYPLA2, FP-Rh probe fluorescence polarization; inhibition, % at 5.9 µM; hit rate 0.38% among 320,000; AID 2177;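 active means inhibition above the screen-wide mean plus 3 SD, limit set per campaign, cut at about 26% in these data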;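 further: 0% = LYPLA2 with DMSO and 100% = wells lacking LYPLA2 enzyme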
Target sequence (O95372 whole entry, looked up): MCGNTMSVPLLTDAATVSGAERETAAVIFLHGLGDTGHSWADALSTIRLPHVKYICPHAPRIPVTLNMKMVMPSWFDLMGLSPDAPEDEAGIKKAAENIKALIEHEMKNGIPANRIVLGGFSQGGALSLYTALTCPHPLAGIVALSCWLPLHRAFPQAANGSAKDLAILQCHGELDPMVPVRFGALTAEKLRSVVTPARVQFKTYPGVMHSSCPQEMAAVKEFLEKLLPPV
An asterisk follows results filed as active; x = no result given.

SMILES	GSTO1 counter	PREPL inhibitor	PAD4 FP inh	PAFAH2 FP inh	LYPLA1 inh	PAFAH1B2 inh	PAFAH1B3 inh	pPAFAH inh	LYPLA2 counter
O=C(CCNC(=O)c1ccccc1Cl)NN1C(=O)NC2(CCCCC2)C1=O	3.4	-1.5	0.9	4.6	3.5	7.2	-3.5	-2.9	2.0
CCc1nnc(NC(=O)CSc2ccc(Cl)cc2)s1	2.6	1.2	-3.3	7.6	-0.1	-15.9	5.1	9.5	0.8
CCN(CC)CCNc1ncnc2c1[nH]c1ccc(OC)cc12	-0.8	26.1	0.1	x	1.2	x	x	4.6	-0.3
COc1cccc(NC(=O)CN(C)C(=O)c2c(-c3c(F)cccc3Cl)noc2C)c1	x	8.2	-4.9	3.4	-0.5	2.3	10.1	-4.2	-4.1
CC(C)[C@H](NC(=O)C1CC(=O)N(c2ccc3c(c2)OCO3)C1)C(=O)NC1CCCC1 (some centres undefined)	12.8	0.9	-0.8	5.8	4.5	1.5	2.8	8.7	5.1
CCCCn1c(NCc2ccccn2)nc2ccccc21	9.0	4.0	1.1	-5.2	-1.4	4.5	0.6	2.8	-2.9
Cc1noc(C)c1CSCC(=O)N(CC(C)C)c1c(N)n(Cc2ccccc2)c(=O)[nH]c1=O	7.9	0.4	1.6	3.5	2.5	7.5	6.7	5.1	1.0
CSCC[C@H](NC(=O)c1cccs1)C(=O)N1CCC2(CC1)NCCc1[nH]cnc12	-1.6	-4.9	-3.1	-1.7	-3.3	-2.8	-0.5	-2.4	-5.3
O=C(CSc1ccc(Cl)cc1)Nc1ccc(N2CCN(C(=O)c3ccc(Cl)cc3)CC2)cc1	5.6	33.5	0.3	-4.7	2.7	9.9	4.7	21.6	12.6
NS(=O)(=O)c1ccc2nc(NC(=O)C3=COCCO3)sc2c1	1.6	6.7	-1.5	11.0	2.5	2.6	2.4	4.5	0.6
Cc1onc(-c2c(F)cccc2Cl)c1-c1nnc(-c2ccc(C(F)(F)F)cc2)o1	2.5	-4.4	13.9	x	-4.2	x	x	1.4	-3.6
Cc1ccc(S(=O)(=O)NC(=O)Nn2c(C)nnc2C)cc1	-2.7	-5.4	0.0	6.4	-1.2	4.3	9.6	3.9	6.5
O=C(C[n+]1ccc(C(=O)c2ccccc2)cc1)Nc1ccccc1OC(F)F	x	12.2	-3.6	-7.1	x	2.4	6.6	-0.8	x
O=C(C1=C[C@@H](c2ccccc2)C[C@@H](OCCCCO)O1)N1CCN(Cc2ccc3c(c2)OCO3)CC1	6.7	57.4*	-2.3	-3.3	5.0	3.4	9.6	5.4	2.2
Nc1ccc(O)cc1C(=O)OCC(=O)c1ccc(C2CCCCC2)cc1	10.3	-1.2	-8.4	11.9	-0.5	6.2	4.8	50.6*	7.6

Record cards, as listed above. Values in the order: GSTO1 counter | PREPL inhibitor | PAD4 FP inh | PAFAH2 FP inh | LYPLA1 inh | PAFAH1B2 inh | PAFAH1B3 inh | pPAFAH inh | LYPLA2 counter
Shown for Cc1ccc(S(=O)(=O)NC(=O)Nn2c(C)nnc2C)cc1 = -2.7 | -5.4 | 0.0 | 6.4 | -1.2 | 4.3 | 9.6 | 3.9 | 6.5
Shown for O=C(C1=C[C@@H](c2ccccc2)C[C@@H](OCCCCO)O1)N1CCN(Cc2ccc3c(c2)OCO3)CC1 = 6.7 | 57.4* | -2.3 | -3.3 | 5.0 | 3.4 | 9.6 | 5.4 | 2.2
Shown for Nc1ccc(O)cc1C(=O)OCC(=O)c1ccc(C2CCCCC2)cc1 = 10.3 | -1.2 | -8.4 | 11.9 | -0.5 | 6.2 | 4.8 | 50.6* | 7.6

The listing picks up, starting 2 compounds before the break.
SMILES	GSTO1 counter	PREPL inhibitor	PAD4 FP inh	PAFAH2 FP inh	LYPLA1 inh	PAFAH1B2 inh	PAFAH1B3 inh	pPAFAH inh	LYPLA2 counter
O=C(C1=C[C@@H](c2ccccc2)C[C@@H](OCCCCO)O1)N1CCN(Cc2ccc3c(c2)OCO3)CC1	6.7	57.4*	-2.3	-3.3	5.0	3.4	9.6	5.4	2.2
Nc1ccc(O)cc1C(=O)OCC(=O)c1ccc(C2CCCCC2)cc1	10.3	-1.2	-8.4	11.9	-0.5	6.2	4.8	50.6*	7.6
O=C(Nc1nccs1)c1cc(-c2ccccc2)nc2ccccc12	-1.4	-4.1	-6.8	7.7	-2.4	-3.0	9.5	12.7	-3.3
COc1ccc(N2CCN(Cc3nc4c(c(=O)[nH]c(=O)n4C)n3Cc3cccc(Cl)c3)CC2)cc1	1.1	6.3	-1.4	4.2	0.9	1.9	-3.9	0.9	0.7
CCC1CCCCN1CCNC(=O)C1CCN(S(=O)(=O)c2c(C)noc2C)CC1 (centres undefined)	-2.8	-11.4	0.7	1.1	1.1	2.8	5.4	-1.5	8.9
O=C(NC1CCCc2ccccc21)C1CCN(S(=O)(=O)c2ccccc2)CC1 (centres undefined)	4.1	2.7	-1.9	-3.1	-0.8	4.4	5.0	5.0	-1.1
Cc1nn(-c2cc(C(F)(F)F)ccn2)c(=O)o1	-0.3	1.2	-2.4	4.2	-3.4	5.3	2.9	-1.9	-0.6
CSCCC(NS(=O)(=O)c1ccc(C)cc1)C(=O)N1CCCCCCC1 (centres undefined)	x	0.8	0.4	1.1	-2.6	2.3	3.5	-0.1	2.6
CCCCNC(=S)NNC(=O)C12CC3CC(CC(C3)C1)C2	4.8	7.8	-0.1	-1.0	-3.1	-3.3	4.8	7.1	-5.4
C/C(=N\NC(=O)c1cc(-c2ccc(C)s2)[nH]n1)c1ccncc1	-6.8	0.1	-3.1	-3.0	-3.8	4.2	3.8	-3.2	-6.5
CC1CCCCC1NC(=O)C1CCC(CNS(=O)(=O)c2ccc(F)cc2)CC1 (centres undefined)	-1.1	1.2	-2.5	3.7	-6.2	5.4	8.4	8.2	2.7
C/C(=N\NC(=S)Nc1cc(S(=O)(=O)N2CCOCC2)ccc1Cl)c1ccccc1F	-4.5	3.5	-0.6	-0.2	-4.7	1.9	6.4	18.8	4.7
CC(C)(C)Nc1ncnc2sc(-c3ccccc3)cc12	-9.4	6.1	12.6	-1.1	-9.2	0.3	-3.7	-1.5	-9.4
COc1cccc(N2CCN(c3ncnc4c3[nH]c3ccccc34)CC2C)c1 (centres undefined)	-2.7	46.0*	-0.7	x	-6.2	x	x	16.2	-1.1
CN(Cc1cccs1)C(=O)CSc1nc2ccccc2[nH]1	11.9	-13.8	-2.4	2.1	4.6	2.6	-1.0	1.6	6.0
Cc1ccc(C)c(S(=O)(=O)Nc2ccc(C(=O)NCCCN3CCOCC3)cc2)c1	-9.1	-1.3	1.7	2.9	-1.4	-4.1	0.4	0.8	-1.0
Cc1ccnn1CC(=O)N/N=C/c1ccco1	-1.8	3.7	-3.9	4.5	2.1	6.7	1.8	-4.7	5.4
O=[N+]([O-])c1cc(CN2CCCC2)c2cccnc2c1O	46.7*	-0.9	-23.9	36.0*	-5.2	4.3	19.2	66.0*	-2.1
CCOC(=O)c1sc(Nc2nc(C)cc(OC)n2)nc1C	5.0	-5.3	4.2	0.9	7.5	9.6	-0.1	-1.8	6.2
Cc1ccc(-c2csc3ncnc(Nc4ccc(N5CCOCC5)cc4)c23)cc1	6.8	24.4	1.2	5.3	4.1	2.3	1.0	29.6*	-1.0
Cc1cc(C(=O)COC(=O)c2n[nH]c(=O)c3ccccc23)c(C)n1C(C)C	x	-4.5	-2.3	3.1	-1.4	-1.3	0.8	-1.1	-0.9
O=C(Cc1ccccc1)N1CCN(C(=O)c2ccc([N+](=O)[O-])cc2)CC1	1.9	5.5	-3.5	-5.4	-1.2	7.8	2.3	5.4	2.0
Cc1cc(C)c(/C=C(\C#N)S(=O)(=O)c2ccccc2)[nH]1	-9.6	5.2	-4.7	-6.0	-3.0	2.4	2.9	-7.7	-4.5
CS(=O)(=O)N(CC(=O)N1CCCC1)c1cccc(Cl)c1Cl	4.4	-1.2	0.8	7.7	1.5	-3.2	8.9	4.8	-5.8
Nc1c(C(=O)c2ccccc2)sc2nsc(SCCN3CCCC3)c12	-15.2	7.4	6.3	-0.1	-2.4	4.9	6.5	5.5	-5.7
CCOc1ccc(C(C(=O)NCC2CCCO2)N(C(=O)c2snc(C(N)=O)c2N)c2ccc(F)cc2)cc1 (centres undefined)	-2.5	-3.3	-3.5	5.8	0.1	-1.4	12.9	3.5	-2.0
O=C(CSc1nc2cc(Cl)ccc2s1)NCc1ccc2c(c1)OCO2	2.7	3.2	1.5	2.1	-5.5	14.3	0.6	2.1	-1.4
Cc1c(C(=O)N2CCN(CCc3ccccc3)CC2)oc2ccccc12	3.1	6.9	1.7	2.2	1.5	-4.0	0.4	3.3	17.2
O=C(Cc1ccsc1)Nc1ccc(S(=O)(=O)C(F)F)cc1	-2.0	-2.5	-4.4	-0.5	1.6	4.3	3.7	4.1	8.6
Cc1ccc(-c2nnc(SCC#CCOC(=O)c3ccco3)o2)cc1	8.1	-15.4	-2.3	7.5	-2.6	2.9	3.4	1.7	-0.1
CN(C)c1ccc(/C=C(/NC(=O)c2ccccc2Cl)C(=O)NCCN2CCOCC2)cc1	0.8	3.4	-10.8	0.0	-5.7	1.1	-0.6	-1.5	4.1
Cc1cc(C(=O)NCC(=O)Nc2c(C)cccc2C)c(C)o1	2.2	8.6	-1.8	-2.8	1.8	1.3	-6.3	2.0	2.6
CCn1c(C)c(C2=CCN(S(=O)(=O)c3ccccc3)CC2)c2ccccc21	-8.9	-27.1	-25.9	-30.0	-14.6	-16.3	-25.1	-7.4	-30.9
S=C1SCN(CCN2CCOCC2)CN1Cc1ccccc1	-1.7	4.7	0.5	2.3	0.9	4.4	5.9	7.6	1.7
O=P(c1ccccc1)(c1ccccc1)c1nc(-c2ccccc2)oc1NCc1ccccc1	-3.3	0.0	4.0	-1.1	4.6	2.8	4.6	0.3	9.4
CC(C)COc1ccc(C(=O)N(CC(=O)Nc2ccccc2C(F)(F)F)Cc2ccco2)cc1	-1.6	-3.9	3.6	4.2	-1.5	-2.3	3.1	12.4	-3.4
COc1cc(/C=C/C(=O)Nc2cccc(S(=O)(=O)N3CCOCC3)c2)ccc1OCC#N	x	1.5	-3.3	-13.6	-22.7	-4.2	1.3	-6.5	-24.5
CCOC(=O)C1(CC2CC2)CCN(C(=O)c2cc(C3CC3)nc3ccccc23)CC1	-12.0	-4.6	-3.3	0.7	4.3	0.6	-0.2	3.8	4.6
CCCC(=O)OCC(=O)Nc1ccc(N=Nc2ccccc2)cc1	-5.3	7.1	-4.0	-2.2	0.2	0.4	10.4	9.8	3.2
Cc1ncc([N+](=O)[O-])n1CC(=O)N/N=C/c1ccccc1F	-0.2	9.5	-0.7	2.5	0.2	3.1	-1.1	3.4	-1.2
CSc1nccn1C(=O)c1ccccc1[N+](=O)[O-]	2.0	12.5	-1.9	2.4	1.6	-2.0	2.7	3.8	-1.3
Cc1ccc(N2CC(NC(=O)C(=O)c3c(C)[nH]c4ccccc34)CC2=O)cc1 (centres undefined)	-2.1	7.8	2.1	4.3	-0.4	4.3	8.4	0.3	5.4
N#CCCn1cc(/C=N/N=C2\NC(=O)C(CC(=O)O)S2)c(-c2ccc(F)cc2)n1 (centres undefined)	6.9	13.1	6.5	-16.9	-0.2	-3.4	7.7	-8.5	-5.2
CN1CCN(c2ccc(NC(=O)CSc3nnnn3-c3ccccc3F)cc2)CC1	0.6	10.9	-6.3	-12.0	3.5	-0.9	4.3	4.5	1.2
O=C1OC(Nc2ccc(Br)cc2F)c2ccccc21 (centres undefined)	-1.6	6.3	-1.7	1.3	-3.6	5.4	-4.0	5.8	8.7

Screening results as filed in PubChem BioAssay.

The list is partial (hit frequency here may not be typical).
